# Compound activity from PubChem.
# AGP1 TOR yeast = modulators of AGP1-GFP expression in yeast TOR pathway, primary screen, cell-based, multiplex flow cytometry, S. cerevisiae, MLPCN library | 3 h; GFP as percent of DMSO wells | GFP response vs DMSO, % at 10 µM | actives 0.02% (n = 320,000) | AID 2066, 2009;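 active means GFP response relative to DMSO above a set limit, near screen average plus 3 SD, cut at about 150% in these data; inconclusive means fewer than 70 cells counted for the yeast strain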;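 further: median GFP channel fluorescence of the gated AGP1 strain per well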
# JMJD2C inh = inhibitors of GASC-1 histone demethylase, primary screen, biochemical, fluorescence, DELFIA europium; Lysine-specific demethylase 4C (Homo sapiens), Q9H3R0; GST-JMJD2C(1-420) H3K9me3 demethylation; inhibition, % at 2.35 µM; actives 0.069% (n = 330,000);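 active means more than half of a compound's replicate wells show inhibition beyond 50%, single wells judged on their own value; inconclusive means some, but no more than half, of replicates pass 50% inhibition; inactive means no replicate passes 50% inhibition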;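 further: signal counts dimethyl H3K9 product captured on neutravidin plate; 0% = median of DMSO wells and 100% = 0.3 times that DMSO median; strong numbers were not always called active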
# Target sequence (Q9H3R0 1-420 limits assumed): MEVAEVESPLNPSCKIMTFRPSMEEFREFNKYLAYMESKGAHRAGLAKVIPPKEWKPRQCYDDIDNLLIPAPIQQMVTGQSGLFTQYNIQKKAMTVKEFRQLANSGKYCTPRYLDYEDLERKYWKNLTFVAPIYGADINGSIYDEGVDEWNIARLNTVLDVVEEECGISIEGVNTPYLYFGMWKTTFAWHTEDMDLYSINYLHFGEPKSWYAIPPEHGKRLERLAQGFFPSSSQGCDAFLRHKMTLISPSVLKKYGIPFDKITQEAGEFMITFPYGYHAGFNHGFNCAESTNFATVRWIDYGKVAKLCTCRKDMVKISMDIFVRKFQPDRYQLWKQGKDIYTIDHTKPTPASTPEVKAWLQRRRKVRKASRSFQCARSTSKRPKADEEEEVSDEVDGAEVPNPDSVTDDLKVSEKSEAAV
# GRK2 aptamer HTS = compounds blocking aptamer binding on GRK2 – biochemical, human GRK2, bead flow cytometry, HTS, primary screen | Beta-adrenergic receptor kinase 1 (Homo sapiens), P25098 | FAM-aptamer displacement from GRK2 | inhibition of aptamer binding, % at 10 µM | actives 0.59% (n = 330,000);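 active means inhibition of aptamer binding above 40%, roughly 3 SD of noise, on plates passing a quality check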;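 further: median bead fluorescence of bound FAM aptamer so fluorescent compounds give negative values; no value below 0 was filed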
# CIT2 TOR yeast = modulators of CIT2-GFP expression in yeast, primary screen, S. cerevisiae, GFP fusion, multiplex flow cytometry, MLPCN library; S. cerevisiae CIT2-GFP strain, 3 h; 100 means same as DMSO wells; GFP response vs DMSO, % at 10 µM; actives 0.065% (n = 320,000); AID 2029, 2009;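 active means GFP response relative to DMSO above a set limit, near the screen mean plus 3 SD, cut at about 150% in these data; inconclusive means Fewer than 70 cells measured for a yeast strain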;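 further: ratio of well median GFP fluorescence to mean of DMSO wells on the plate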
# RPL19A-GFP yeast = RPL19A-GFP expression modulators in yeast, primary screen, cell-based, S. cerevisiae, multiplex flow cytometry, MLPCN | S. cerevisiae RPL19A-GFP strain, 3 h; stronger effect = lower value | percent response vs DMSO, % at 10 µM | actives 0.3% (n = 330,000);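 active means percent response vs DMSO below 50%; inconclusive means fewer than 70 events counted for the yeast strain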;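 further: median channel GFP fluorescence of the barcoded RPL19A-GFP strain; ratio of sample median GFP to plate DMSO average so 100% = DMSO; lower means less RPL19A-GFP as with rapamycin TOR inhibition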
# LAP4-GFP MLPCN = modulators of LAP4-GFP expression in yeast, primary screen, S. cerevisiae, multiplex flow cytometry, MLPCN library; GFP response vs DMSO, % at 10 µM; actives 0.34% (n = 320,000); AID 2023, 2009; 3 h; median GFP as percent of DMSO wells;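 active means GFP response vs DMSO above a set limit, about the screen mean plus 3 SD, cut at about 150% in these data; inconclusive means under 70 cell events counted for the yeast strain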
# MEP2-GFP yeast = modulators of MEP2-GFP levels in yeast, primary screen, S. cerevisiae, multiplex flow cytometry, MLPCN library. S. cerevisiae MEP2-GFP strain, 3 h; 100% = DMSO control level. GFP response vs DMSO, % at 10 µM. actives 0.51% (n = 330,000);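 active means GFP response versus DMSO above a set limit, roughly screen mean plus 3 SD, cut at about 180% in these data; inconclusive means fewer than 70 cells counted for a yeast strain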;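 further: median GFP fluorescence of the barcode-gated MEP2-GFP cells per well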
# VLA-4 inh = inhibition in human VLA-4 binding assay, primary screen, VLA-4 allosteric modulator project, MLPCN library, flow cytometry, VLA-4 expressing cells | actives 0.2% (n = 330,000) | Integrin alpha-4 (Homo sapiens), P13612 | AID 2557, 2010 | ligand binding flow cytometry | inhibition, % (about 7 µM as worked out from the volumes in the protocol); in the data active means inhibition above about 50%
# Numbers without * were called inactive; ? = inconclusive; · = not tested or not shown; [ ] = dose if it differs, or a comment.
no.	structure	AGP1 TOR yeast	JMJD2C inh	GRK2 aptamer HTS	CIT2 TOR yeast	RPL19A-GFP yeast	LAP4-GFP MLPCN	MEP2-GFP yeast	VLA-4 inh
1	COc1cc(CNC2CCCC2)cc(OC)c1OC	89.4	-9.3	0.0	91.7	94.9	92.9	100.5	6.1
2	Cc1ccc(C2=[N+]([O-])C3(CCCCC/C3=N\O)N(O)C2(C)C)o1 (stereo not drawn)	90.4	-12.8	3.0	91.5	93.7	90.7	101.6	5.7
3	CCN(C(=O)COC(=O)c1n[nH]c2ccccc12)c1ccccc1	98.2	-8.2	3.0	100.1	98.2	102.6	102.2	-35.0
4	CN1CCN(CCCNc2c(C=O)c(=O)[nH]c3ccccc23)CC1	98.8	-10.1	2.0	106.1	100.8	96.1	106.7	-4.6
5	CC(=O)c1cc(C#N)c(N2CCOCC2)nc1C	112.3	-5.3	2.0	104.3	99.4	102.2	102.5	5.8
6	O=C(c1cccc2ccccc12)N1CCN(c2ccccc2F)CC1	101.6	1.4	0.0	88.2	101.1	102.0	91.5	12.3
7	Cc1cccc(N2C(=O)CN(Cc3ccccc3)C2=S)c1	96.0	-1.4	2.0	93.2	102.0	109.2	100.8	-6.5
8	COc1cc(OC)cc(N(C(=O)c2snc(C(N)=O)c2N)C(C(=O)NCC2CCCO2)c2ccc(C)o2)c1 (stereo not drawn)	99.9	6.7	6.0	104.7	95.5	97.6	95.0	-13.1
9	COc1ccc(N/N=C(/C#N)S(=O)(=O)C(C)(C)C)cc1	98.7	10.7	2.0	92.9	94.9	95.0	101.6	23.9
10	Cc1ccc(CNC(=O)C2CCC(=O)N(CC3CCCCC3)C2)o1 (stereo not drawn)	93.8	-15.3	1.0	97.2	106.3	78.2	98.6	-11.3
11	Cc1ccc(NC(=O)COC(=O)C2CC(=O)N(Cc3ccccc3)C2)cc1S(=O)(=O)N(C)C (stereo not drawn)	89.3	-1.5	0.0	84.9	90.4	95.2	90.7	-22.1
12	COc1cc(-c2nc3ccc(N4CCN(C)CC4)cc3[nH]2)cc(OC)c1OC	101.9	-3.0	2.0	99.0	96.3	98.7	99.2	-4.0
13	C=CCSc1ncc(CO)n1Cc1ccccc1	102.0	8.4	0.0	107.7	100.2	108.8	97.7	9.0
14	CCOc1cc(/C=N/NC(=O)c2cc(C)n(-c3ccc(F)cc3)c2C)ccc1O	112.0	-0.5	0.0	117.8	104.6	97.0	105.9	-1.8
15	O=S(=O)(CCc1nc2ccccc2s1)c1ccc2ccccc2c1	91.1	-0.4	0.0	106.5	102.5	103.7	106.6	-0.7
16	CC[N+](CC)(CC=C(C)C)CC(=O)OC	95.8	4.8	0.0	95.7	99.7	91.1	92.9	9.7
17	CCOc1cc(C2NN=C(c3ccccc3)S2)ccc1OCc1ccc(F)cc1 (stereo not drawn)	96.7	78.5	1.0	92.7	102.0	100.7	97.8	0.7
18	CCc1ccccc1NC(=O)Nc1ccon1	96.2	-4.0	0.0	83.1	113.0	77.4	104.3	-5.6
19	COC(=O)c1ccc([C@H]2C=C(C(=O)O)O[C@@H](OCc3ccc(CO)cc3)C2)cc1	89.0	-28.8	2.0	87.8	102.2	101.6	94.9	18.9
20	C[C@@H](NC(=O)c1[nH]cnc1C(=O)Nc1nccs1)c1ccccc1	105.1	7.5	0.0	108.3	96.1	112.2	97.8	12.9

# As a working copy, five of the compounds above.
no.	structure	AGP1 TOR yeast	JMJD2C inh	GRK2 aptamer HTS	CIT2 TOR yeast	RPL19A-GFP yeast	LAP4-GFP MLPCN	MEP2-GFP yeast	VLA-4 inh
1	COc1cc(CNC2CCCC2)cc(OC)c1OC	89.4	-9.3	0.0	91.7	94.9	92.9	100.5	6.1
2	Cc1ccc(C2=[N+]([O-])C3(CCCCC/C3=N\O)N(O)C2(C)C)o1 (stereo not drawn)	90.4	-12.8	3.0	91.5	93.7	90.7	101.6	5.7
3	CCN(C(=O)COC(=O)c1n[nH]c2ccccc12)c1ccccc1	98.2	-8.2	3.0	100.1	98.2	102.6	102.2	-35.0
4	CN1CCN(CCCNc2c(C=O)c(=O)[nH]c3ccccc23)CC1	98.8	-10.1	2.0	106.1	100.8	96.1	106.7	-4.6
5	CC(=O)c1cc(C#N)c(N2CCOCC2)nc1C	112.3	-5.3	2.0	104.3	99.4	102.2	102.5	5.8

# Next section:
no.	structure	AGP1 TOR yeast	JMJD2C inh	GRK2 aptamer HTS	CIT2 TOR yeast	RPL19A-GFP yeast	LAP4-GFP MLPCN	MEP2-GFP yeast	VLA-4 inh
21	O=c1[nH]c2ccc(NC(=S)NCc3ccccc3)cc2[nH]1	100.8	6.7	0.0	94.5	95.2	97.9	100.0	1.1
22	CCOC(=O)C1CCN(C(=O)CN2C(=O)c3ccccc3S2(=O)=O)CC1	114.1	-7.9	2.0	98.5	104.0	100.5	106.6	16.3
23	O=S(=O)(c1ccccc1)c1nc(-c2ccco2)oc1NCc1cccnc1	99.8	10.9	2.0	98.0	100.4	95.4	101.3	18.5
24	Cc1nn(C)c(C(=O)N2CCc3ccccc32)c1Cl	92.7	-17.5	5.0	102.7	103.1	103.7	111.0	-2.5
25	CCn1c(=O)cc(SCC(=O)NCCC2=CCCCC2)c2ccccc21	116.1	3.5	0.0	104.8	103.2	105.1	110.2	14.6
26	CC1Sc2ccc(S(=O)(=O)N3CCN(c4ccccc4)CC3)cc2NC1=O (stereo not drawn)	94.4	3.4	0.0	94.7	96.7	97.9	104.2	11.9
27	Cc1cc(C)c(C(=O)CSc2n[nH]c(-c3ccncc3)n2)c(C)c1	103.9	-7.0	0.0	100.3	102.4	97.6	98.9	-10.8
28	CCN1C(=O)[C@H]2[C@@H](c3ccc(-c4ccc5c(c4)OCO5)c(OC)c3)N[C@@](Cc3ccccc3)(C(=O)OC)[C@H]2C1=O	89.2	?	1.0	95.7	100.2	131.5	96.7	-0.8
29	Cn1c(SCC(=O)c2ccccc2)nnc1-c1cccnc1	107.1	8.9	1.0	105.6	101.4	93.4	104.6	27.8
30	CCC1CCc2c(n(C)c3ccccc3c2=O)O1 (stereo not drawn)	106.5	-5.9	0.0	102.6	100.2	98.2	109.4	0.7
31	Cc1cccc(OCC(=O)O/N=C(\N)Cc2ccc(Cl)cc2)c1	74.4	-6.6	0.0	89.9	95.9	102.4	96.3	6.8
32	CC1(C)NC(C)(C)C(O)(C(N)=O)C1=O (stereo not drawn)	116.0	6.6	2.0	·	121.3	120.1	114.3	4.9
33	COc1ccc(C2=Nn3c(nnc3-c3ccccc3F)SC2)cc1OC1CCCC1	90.5	4.9	5.0	83.7	87.3	122.8	89.7	3.8
34	CC(C)Nc1nc(Oc2ccc(Cl)cc2)cc(C(F)(F)F)n1	96.3	2.9	4.0	·	103.5	109.7	96.8	32.8
35	CCOc1cc(/C=N/O)ccc1OCc1ccc(C)cc1	94.3	0.8	3.0	93.2	99.3	90.8	103.9	-3.8
36	COc1cc(OC)cc(C(=O)NNC(=O)CCOc2ccccc2OC)c1	100.6	·	5.0	102.0	99.3	97.3	96.5	18.5
37	C#CCOCCOCCOCCNc1nc(N2CCN(C(=O)[C@H]([C@@H](C)CC)n3cc(CCCCN)nn3)CC2)nc(N2CCN(C(=O)[C@H]([C@@H](C)CC)n3cc(CCCN=C(N)N)nn3)CC2)n1	96.8	·	0.0	99.7	98.6	92.0	97.8	20.0
38	CN1CCC(=NNC(=O)CSCc2ccccc2)CC1	103.8	9.3	0.0	94.6	96.2	96.6	102.7	15.3
39	COc1ccccc1N1CCN(C(=O)/C=C/c2ccc(C)cc2)CC1	95.9	0.9	2.0	93.7	99.4	96.8	101.0	-3.6
40	CC1=C(C(=O)OC2CCCCC2)C(c2ccc(O)cc2)NC(=O)N1 (stereo not drawn)	109.0	-0.5	7.0	98.0	103.8	89.8	102.6	-1.0
41	CNC(=O)c1c(NC(=O)C2=COCCO2)sc2c1CCC(C)C2 (stereo not drawn)	90.9	20.3	0.0	90.7	97.2	109.6	102.2	-10.1
42	Cc1ccc(NC(=O)Cn2c(-c3ccc(F)cc3)cnc2SCC(=O)Nc2c(C)cccc2C)cc1	92.6	0.2	3.0	86.2	90.9	96.4	87.5	5.6
43	CCOC(=O)CN1C(=O)C2(OCCCO2)c2ccccc21	99.6	6.1	1.0	94.3	92.9	98.3	98.5	-8.4
44	CN(C)S(=O)(=O)c1ccc(NC(=O)CCCNC(=O)c2ccc(Cl)cc2)cc1	99.3	12.2	1.0	97.7	103.8	97.0	104.0	25.2
45	C/C(CC(=O)Nc1ccc(Cl)cc1Cl)=N\NC(=O)C(=O)N1CCCC1	94.6	3.8	2.0	78.3	95.1	110.4	106.6	30.9
46	CCCCNC(=S)N(C)N=C1CCC(c2ccccc2)CC1 (stereo not drawn)	93.5	10.7	5.0	88.0	93.5	95.8	91.3	-6.3
47	Cc1ccc(C)c(S(=O)(=O)N2CCN(C(=O)[C@H](C)N3C(=O)C4CC=CCC4C3=O)CC2)c1 (stereo partly drawn)	91.1	1.1	2.0	91.5	91.6	91.6	90.8	-29.0
48	COC(=O)C1=C(C)NC(C)=C(C(=O)OC)C1c1ccc(-c2cccc([N+](=O)[O-])c2)o1	18.7[may fluoresce violet]	17.2	0.0	?	45.6*[may fluoresce violet]	83.4[may fluoresce violet]	203.3*[may fluoresce violet]	14.9
49	Cc1ccc(CNC(=O)CCC(=O)Nc2nnc(C3CCCCC3)s2)cc1	105.0	-10.3	0.0	96.9	96.0	95.9	91.3	4.7
50	O=[N+]([O-])c1ccccc1/C=N/n1c(-c2cccnc2)n[nH]c1=S	99.9	-6.0	28.0	103.2	100.5	95.0	104.7	-3.5
51	O=C(c1cc2ccccc2c(=O)o1)N1CCc2ccccc2C1	95.2	-10.1	6.0	83.6	90.2	90.3	94.4	-15.2

# Results in GRK2 aptamer HTS and MEP2-GFP yeast (three entries from above):
cpd	mol	GRK2 aptamer HTS	MEP2-GFP yeast
34	CC(C)Nc1nc(Oc2ccc(Cl)cc2)cc(C(F)(F)F)n1	4.0	96.8
35	CCOc1cc(/C=N/O)ccc1OCc1ccc(C)cc1	3.0	103.9
36	COc1cc(OC)cc(C(=O)NNC(=O)CCOc2ccccc2OC)c1	5.0	96.5
